GLP1R ag = qHTS of GLP-1 Receptor Agonists | hit rate 0.007% among 380,000 | Glucagon-like peptide 1 receptor (Homo sapiens), P43220 | Potency, µM (top dose mostly 45.6 µM), for the others: top-dose activation, hits mostly activators | HEK293 GLP-1R CRE-luciferase, luminescence, 4-6 h; cells express a hypersensitive GLP-1R form; also: % of control where 0% means no effect
Target sequence (P43220 whole entry, looked up): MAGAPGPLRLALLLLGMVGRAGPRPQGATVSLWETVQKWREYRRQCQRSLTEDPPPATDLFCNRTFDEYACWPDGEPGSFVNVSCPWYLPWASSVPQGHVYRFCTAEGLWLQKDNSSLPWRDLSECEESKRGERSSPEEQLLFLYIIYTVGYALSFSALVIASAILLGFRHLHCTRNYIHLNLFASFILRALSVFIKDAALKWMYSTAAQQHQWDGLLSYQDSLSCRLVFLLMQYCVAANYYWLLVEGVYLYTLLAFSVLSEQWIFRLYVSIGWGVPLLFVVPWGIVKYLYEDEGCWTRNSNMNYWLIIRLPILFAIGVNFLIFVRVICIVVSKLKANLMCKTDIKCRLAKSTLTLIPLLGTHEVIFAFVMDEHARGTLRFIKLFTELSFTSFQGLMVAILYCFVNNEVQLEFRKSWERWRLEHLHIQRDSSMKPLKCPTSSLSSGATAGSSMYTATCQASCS
GLP1R cytotox = qHTS of GLP-1 Receptor Inverse Agonists: Cytotox Screen; HEK293 cAMP-luciferase reporter cells, luminescence, 24 h; Potency, µM (series often up to 38.3 µM), without a hit: top-dose activity change, negative = inhibition, hits mostly inhibitors; hit rate 0.13% among 410,000;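 also: loss of luciferase light is scored as toxicity; % is scaled to controls: 0 for no effect and ±100 for the full control effect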
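Compound-treated cells are incubated 24 hr at 37 deg C under 5% CO2 after a 12 hour attachment period, then luciferase detection reagent is added and luminescence is measured following 12 min at room temperature; lowered signal indicates toxicity.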
HT1080NT lethal = qHTS for induction of synthetic lethality in tumor cells producing 2HG: qHTS for the HT-1080-NT fibrosarcoma cell line | HT-1080-NT fibrosarcoma viability, CellTiter-Glo ATP luminescence, 48 h | Potency, µM (highest dose often 46.1 µM), for inactives: top-dose activity, negative = less viability, usual class: cytotoxic | hit rate 1.6% among 360,000;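 also: NT is the 2HG producing partner of a matched IDH1 knockdown line; 0% = DMSO-treated cells and -100% = media-only wells without cells; nearly all actives have a fitted effect of over 55% in size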
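Viability of the 2HG-overproducing fibrosarcoma line after 48 hours of compound exposure at 37 degrees C was determined by luminescence with CellTiter-Glo, and concentration-effect curves were then fitted and categorized.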
KB-V1 MDR tox = qHTS assay for MDR1-selective chemotherapeutics: Primary screen using the drug-selected MDR subline cells KB-V1; Potency, µM (top dose mostly 46.1 µM), inactives show at the top dose activity change, negative = cytotoxicity, most hits filed as cytotoxic; KB-V1 MDR cells viability, CellTiter-Glo, 72 h; hit rate 3.4% among 400,000; also: % is scaled to controls: 0 for no effect and ±100 for the full control effect; nearly all actives have a fitted effect of over 60% in size
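KB-V1 MDR subline cells in DMEM (phenol-red free, 10% FBS) exposed to compounds in qHTS concentration series for 72 h at 37 degrees C. Viability read by CellTiter-Glo luminescence; concentration-effect curves fitted after normalization and correction.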
TDP-43 yeast inh = qHTS of TDP-43 Inhibitors. hit rate 1.8% among 410,000. Potency, µM (top dose mostly 46.1 µM), without a hit: at the highest dose growth rescue (activation), most hits filed as activators. TDP-43 expressing yeast growth rescue, BacTiter-Glo, 24 h; also: % of control where 0% means no effect; nearly all actives have a fitted effect of over 50% in size
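Cell-based yeast growth screen: TDP-43 expression induced in galactose, inoculum OD600=0.02 after raffinose pregrowth to mid-log. Read-out BacTiter-Glo luminescence at 24 hr, 30 deg C; inhibition of toxicity seen as signal increase.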
GLP-1R inv ag = qHTS of GLP-1 Receptor Inverse Agonists (Inhibition Mode); Glucagon-like peptide 1 receptor (Homo sapiens), P43220; HEK293 GLP-1R CRE-luciferase, luminescence, 24 h; GLP-1R form is constitutively active; Potency, µM (doses to about 38.3 µM), for the others: at the top dose activity change, negative = inhibition, most hits filed as inhibitors; hit rate 1.6% among 410,000; also: % is scaled to controls: 0 for no effect and ±100 for the full control effect; nearly all actives have a fitted effect of over 55% in size
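HEK293 cells stably co-expressing a cAMP-responsive luciferase reporter and constitutively active GLP-1R were seeded, incubated 12 h, then exposed to compounds for 24 h at 37 C. Luminescence was read 12 min after detection reagent; inverse agonists lower signal.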
KB-3-1 tox = qHTS assay for MDR1-selective chemotherapeutics: Primary screen using the parental adenocarcinoma cell KB-3-1; KB-3-1 viability, CellTiter-Glo ATP luminescence, 72 h; Potency, µM (top dose mostly 46.1 µM), for inactives: top-dose activity change, negative = cytotoxic, usual class: cytotoxic; hit rate 1.4% among 400,000; AID 1347075, 2019; also: % is scaled to controls: 0 for no effect and ±100 for the full control effect; nearly all actives have a fitted effect of over 60% in size
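72 h, 37 °C compound treatment of KB-3-1 parental cells; CellTiter-Glo added, 10 min, luminescence read. Data corrected against DMSO-only plates and normalized before curve fitting.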
SW480 rerep = A quantitative high throughput screen for small molecules that induce DNA re-replication in SW480 colon adenocarcinoma cells | SW480 DNA re-replication, Hoechst DNA content imaging, 48 h | Potency, µM (top dose mostly 46.1 µM), inactives show top-dose re-replication activation, hits mostly activators | hit rate 1.8% among 340,000 | AID 624297, 2012; also: % of control where 0% means no effect; nearly all actives have a fitted effect of over 55% in size
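Image-based read-out: total Hoechst fluorescence of nuclei (405 nm excitation, 500-530 nm emission), with hits raising the fraction of high-intensity nuclei. SW480 colon cells incubated 48 hr with compounds at 37 C.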
HT1080 IDH1KD tx = qHTS for induction of synthetic lethality in tumor cells producing 2HG: qHTS for the HT-1080-IDH1KD cell line; HT-1080 IDH1 knockdown viability, ATP luminescence, 48 h; Potency, µM (series often up to 46.1 µM), for the others: top-dose activity, negative = toxicity, hits mostly cytotoxic; hit rate 2% among 360,000; AID 686971, 2013;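 also: 0% = DMSO wells and -100% = cell-free medium wells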
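Knockdown cells (IDH1KD HT-1080) received compounds 2 h after plating at 750 cells/well and were kept 48 h at 37 °C in 5% FBS RPMI. A CellTiter-Glo luminescence read gave % activity for curve fitting.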
* marks the source's active call; other numbers are inactive results; u = inconclusive; x = no result given; [ ] = dose if it differs, or a comment. Calls follow the shape of the dose curve; as a rule, active = well fitted curve in the direction sought with a large enough effect; inconclusive = small, poorly fitted or top-dose-only effect, or another doubt; inactive = no such curve, though single readings can be large; an effect the other way counts as inactive or inconclusive. Potency is read from the fitted curve at half-maximal effect.

Order of results – GLP1R ag, GLP1R cytotox, HT1080NT lethal, KB-V1 MDR tox, TDP-43 yeast inh, GLP-1R inv ag, KB-3-1 tox, SW480 rerep, HT1080 IDH1KD tx
1: CCCCNC(=O)c1nc(-c2ccccc2)oc1-c1ccc(Cl)cc1
 : x, 3%, u, u, 19%, 2%, 9%, x, u
2: COc1ccc([N+](=O)[O-])c(OC)c1C(=O)Nc1ccc(F)cc1F
 : 2%, 6%, 2%, 12%, -8%, 18%, 13%, 0%, 15%
3: O=C(Nc1ccc2ccccc2c1)c1ccc(Cl)cc1
 : -2%, -5%, -2%, -26%, -5%, -25%, -2%, -1%, -2%
4: CCOC(=O)Cc1c[nH]c(=S)[nH]c1=O
 : 1%, 18%, 13%, 12%, 14%, 5%, 13%, 4%, 12%
5: O=C(COC(=O)c1ccncc1)c1ccccc1
 : -1%, 20%, 21%, 4%, 14%, -13%, 0%, 11%, 21%
6: Cc1c(N=C2SCC(=O)N2c2c(C)n(C)n(-c3ccccc3)c2=O)c(=O)n(-c2ccccc2)n1C
 : 3%, 6%, -1%, 4%, -11%, -7%, -2%, 0%, 5%
7: CCCCNC(=O)c1onc(CSc2ccccn2)c1C(=O)NCCCC
 : -4%, -29%, -4%, 4%, 14µM*, u, 3%, -16%, 2%
8: COc1ccc(C2CC(=O)C=C(NCCC(C)C)C2)cc1 (configuration not stated)
 : 1%, -14%, -16%, -2%, 21%, 5%, -12%, -2%, -9%
9: CC(C)(C)CN1CCNC(=O)C1CC(=O)NC1Cc2ccccc2C1 (configuration not stated)
 : 11%, -3%, 2%, u, 8%, 0%, 12%, -6%, 5%
10: Cc1ccc(NC(=O)C(OC(=O)c2cc(C)oc2C)c2ccccc2)cc1 (configuration not stated)
 : -15%, -9%, 2%, u, 0%, u, 1%, -72%[inhibitor], 6%
11: CCCCCN(C(=O)CCC(=O)OCc1ccccc1Cl)c1c(N)n(CCCC)c(=O)[nH]c1=O
 : 7%, -1%, -3%, u, -4%, -47%, -16%, 1%, -7%
12: CC(=O)Nc1sc(N/N=C/c2ccccc2F)nc1-c1ccc(C)cc1
 : 14%, 5%, -2%, 8%, 29%, -10%, 1%, 20%, -2%
13: NS(=O)(=O)c1c(Sc2ccccc2C(=O)O)ccc2ccccc12
 : -1%, 1%, 4%, 11%, 10%, 30%[activator], 4%, -2%, 8%
14: CCOC(=O)c1cc2c(=O)[nH]ccc2nc1C(F)(F)F
 : 12%, 12%, -2%, 3%, -2%, 51%[activator], 5%, -14%, 0%
15: c1ccc(-c2cn(-c3ccccc3)c3ncnc(NCCCN4CCOCC4)c23)cc1
 : 21%, 8%, u, -16%, -15%, u, 0%, 0%, u
16: O=C(CNCc1ccc(F)cc1)Nc1cc(S(=O)(=O)N2CCOCC2)ccc1Cl
 : 2%, 0%, -7%, 0%, 11%, -15%, -7%, -4%, -6%
17: Cc1cc(C)n2nc(SCC(=O)c3ccc[nH]3)nc2n1
 : 1%, -3%, -7%, -6%, -16%, 25%, -14%, -2%, -4%
18: O=C(COC(=O)Cn1cnc2ccccc2c1=O)NNC(=O)c1ccc(Br)cc1
 : -8%, -8%, 2%, u, -12%, -8%, 2%, 1%, 5%
19: Cc1ccn2c(=S)[nH]nc2c1
 : -4%, 1%, -1%, 1%, -5%, 9%, 0%, x, -2%
20: CN(C)S(=O)(=O)c1cccc(C(=O)OCC(=O)Nc2sccc2C(N)=O)c1
 : -9%, -7%, -20%, 1%, 0%, 1%, 29%, -8%, -8%

Whole records, looked up by structure. Order of screens: GLP1R ag	GLP1R cytotox	HT1080NT lethal	KB-V1 MDR tox	TDP-43 yeast inh	GLP-1R inv ag	KB-3-1 tox	SW480 rerep	HT1080 IDH1KD tx
CCOC(=O)c1cc2c(=O)[nH]ccc2nc1C(F)(F)F is entered as 12%	12%	-2%	3%	-2%	51%[activator]	5%	-14%	0%
CC(=O)Nc1sc(N/N=C/c2ccccc2F)nc1-c1ccc(C)cc1 is entered as 14%	5%	-2%	8%	29%	-10%	1%	20%	-2%
CN(C)S(=O)(=O)c1cccc(C(=O)OCC(=O)Nc2sccc2C(N)=O)c1 is entered as -9%	-7%	-20%	1%	0%	1%	29%	-8%	-8%

The results go on.
Order of results – GLP1R ag, GLP1R cytotox, HT1080NT lethal, KB-V1 MDR tox, TDP-43 yeast inh, GLP-1R inv ag, KB-3-1 tox, SW480 rerep, HT1080 IDH1KD tx
21: Cc1cc(C)n(-c2nnc(Nc3ccc(C)c(C)c3)c3ccccc23)n1
 : x, 5%, x, -18%, 5%, u, 0%, x, x
22: COc1ccc(S(=O)(=O)N2CCC(C(=O)NCc3ccncc3)CC2)cc1OC
 : 2%, 0%, 8%, 4%, -13%, -1%, -3%, u, 1%
23: Cc1cccc(C(=O)NNC(=O)c2ccc(Cl)cc2)c1O
 : -14%, -8%, -21%, -16%, -4%, -3%, u, u, -19%
24: O=C(COc1ccccc1)Nc1ccc(S(=O)(=O)N2CCOCC2)cc1
 : 19%, 19%, 2%, 0%, 4%, 5%, -1%, 3%, 0%
25: Cc1cccc(N2CCN(C(=O)c3ccc(CS(=O)(=O)c4ccccc4C)o3)CC2C)c1 (configuration not stated)
 : -11%, 2%, 15%, 15%, -7%, 1%, 1%, -1%, 6%
26: O=C1c2[nH]c(=O)[nH]c(=O)c2CN1Cc1ccccc1
 : -11%, -7%, -8%, 0%, 0%, 9%, 0%, -3%, -19%
27: COC1Cc2ccccc2N(C(N)=O)c2ccccc21 (configuration not stated)
 : -5%, 17%, 2%, 21%, -17%, 7%, -14%, -11%, 13%
28: COc1cc(Cl)cc(C2NC(=O)NC(C)=C2C(C)=O)c1OCC(=O)O (configuration not stated)
 : 2%, 6%, 6%, -6%, -4%, -2%, 12%, 1%, 5%
29: Cc1[nH]nc2c1C(c1ccsc1C)C(C#N)=C(N)O2 (configuration not stated)
 : -6%, -16%, 4%, 17%, -20%, 4%, -4%, 2%, u
30: CS(=O)(=O)N1CCCCC1CCN1CCCCC1 (configuration not stated)
 : -9%, -1%, 13%, 5%, 4%, 4%, 0%, -7%, 22%
31: Cc1cc(NC(=O)c2ccco2)cc(-c2nc3ccccc3o2)c1O
 : -2%, -4%, x, -14%, 5%, 4%, 4%, x, x
32: CCn1c(SCc2ccc(C)cc2)nnc1-c1cnccn1
 : 16%, -3%, 7%, -18%, 11µM*, 0%, 14%, -5%, 6%
33: COc1ccc(-c2ccc(CCC(=O)O)n2CC(=O)Nc2cccc(Cl)c2C)cc1
 : x, 3%, x, 7%, 0%, -11%, -1%, x, x
34: CS(=O)(=O)N(CCC#N)Cc1ccc(/C=C2\C(=O)Nc3ccccc32)o1
 : 3%, u, -6%, 7%, 13%, -4%, 3%, -3%, -23%
35: O=C(Oc1cc(=O)oc2ccccc12)c1ccco1
 : 1%, -18%, -2%, 14%, -11%, -1%, 0%, -2%, 13%
36: N#CC(c1nc2ccccc2nc1N1CCOCC1)S(=O)(=O)c1ccccc1 (configuration not stated)
 : 10%, 13%, -6%, -25%, -8%, -5%, -4%, -33%[inhibitor], 1%
37: COc1ccc(N=C2c3ccccc3-c3ccc([N+](=O)[O-])cc32)cc1
 : 9%, -4%, -16%, 0%, 15%, 4%, -2%, -6%, -29%
38: CSc1nc(N)nc(-c2cccs2)c1C#N
 : u, 2%, -29%, u, 20µM*, 107%[activator], 3%, 6%, -25%
39: CN(c1ccccc1)S(=O)(=O)c1cc(C(=O)OCC(N)=O)ccc1Cl
 : 0%, 5%, 16%, -3%, 17%, 10%, 0%, -5%, 15%
40: COc1ccccc1NC(=O)Nc1cccc(NC(C)=O)c1
 : 2%, -10%, -1%, u, -22%, 16%, 1%, -2%, 2%
41: c1ccc(SCc2nc(-c3ccccn3)no2)cc1
 : 13%, -15%, 3%, 17%, 26%, 7%, 6%, -5%, 0%
42: O=C(CCCCn1ccc(=O)[nH]c1=O)Nc1ccc(C(=O)O)c(O)c1
 : -1%, -10%, 0%, 21%, -12%, -14%, 2%, 3%, 6%

5 structures already listed, ordered by molecular weight, lowest first.
Order of results – GLP1R ag, GLP1R cytotox, HT1080NT lethal, KB-V1 MDR tox, TDP-43 yeast inh, GLP-1R inv ag, KB-3-1 tox, SW480 rerep, HT1080 IDH1KD tx
40: COc1ccccc1NC(=O)Nc1cccc(NC(C)=O)c1
 : 2%, -10%, -1%, u, -22%, 16%, 1%, -2%, 2%
32: CCn1c(SCc2ccc(C)cc2)nnc1-c1cnccn1
 : 16%, -3%, 7%, -18%, 11µM*, 0%, 14%, -5%, 6%
37: COc1ccc(N=C2c3ccccc3-c3ccc([N+](=O)[O-])cc32)cc1
 : 9%, -4%, -16%, 0%, 15%, 4%, -2%, -6%, -29%
34: CS(=O)(=O)N(CCC#N)Cc1ccc(/C=C2\C(=O)Nc3ccccc32)o1
 : 3%, u, -6%, 7%, 13%, -4%, 3%, -3%, -23%
36: N#CC(c1nc2ccccc2nc1N1CCOCC1)S(=O)(=O)c1ccccc1 (configuration not stated)
 : 10%, 13%, -6%, -25%, -8%, -5%, -4%, -33%[inhibitor], 1%

Bioassay records deposited in PubChem BioAssay by National Center for Advancing Translational Sciences (NCATS).
